# TPT1 inh = C. albicans TPT1 enzyme inhibition | recombinant caTPT1, FP RNA substrate dephosphorylation | inhibition, % at 5 µM | 0.81% of 300,000 active | AID 1962;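 active = inhibition above the mean of all tested compounds plus 3 SD, set per screening campaign, cut at about 24% in these data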;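 note: plate controls were DMSO alone for no effect and ferristatin control at 100 nM for full effect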
# core dimer inh = HCV core protein dimerization inhibition; TR-FRET GST/Flag-core106 dimerization, 1536-well; inhibition, % at 5 µM; 0.33% of 300,000 active; AID 1899;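 active = inhibition above the mean of all tested compounds plus 3 SD, set per screening campaign, cut at about 45% in these data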
#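 System: GST-tagged and Flag-tagged HCV core protein residues 1-106 / Input: core106 proteins, GST 13.5 nM and Flag 17 nM / Buffer or medium: KF-containing HEPES buffer, pH 7.45, DTT, CHAPS, BSA / Probe or stimulus: Eu-anti-GST and XL665-anti-Flag labelled anti-tag antibodies / Schedule: 4 h, 22.5 °C incubation / Technique: TR-FRET 671 and 617 nm emission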
# PP5 inh = inhibitors of human protein phosphatase 5 (PP5); P53041; purified PP5c, OMFP substrate fluorescence; inhibition, % at 6.7 µM; 0.18% of 320,000 active; AID 1987;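 active = inhibition above the campaign's mean inhibition across all tested compounds plus 3 SD, cut at about 9.5% in these data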;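 note: 0% = DMSO only and 100% = 100 µM cantharidin control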
# PAFAH2 inh = PAFAH2 (human) inhibition | recombinant PAFAH2, FP-rhodamine activity probe, fluorescence polarization | inhibition, % at 3.39 µM | 0.99% of 340,000 active;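 active = inhibition above the mean over all tested compounds plus 3 SD, cut at about 30% in these data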;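 note: inhibitors block probe labeling of enzyme so polarization drops; 0% = enzyme with DMSO and 100% = wells lacking PAFAH2 protein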
# Fh CTSL1 inh = blocks F. hepatica cathepsin L1 in PFM18AAP counter-screen; recombinant F. hepatica cathepsin L1, Z-Leu-Arg-MCA fluorescence; 0.49% of 300,000 active; inhibition, % at 5.96 µM; AID 1906;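 active = inhibition above the mean of all tested compounds plus 3 SD, set per screening campaign, cut at about 17% in these data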;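 note: 0% = plate median of test compound wells and 100% = 1 µM Z-Phe-Ala-diazomethylketone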
# PP1 counter = blocks human PP1-alpha phosphatase, a PP5 counter-screen; purified PP1alpha, OMFP fluorescence; inhibition, % at 6.7 µM; 0.9% of 320,000 active;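 active = inhibition above the mean inhibition of all tested compounds plus 3 SD, computed separately for each screening campaign, cut at about 15% in these data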
# proCasp3 act = procaspase-3 (human) activation | activation, % at 8.5 µM | AID 463141 | P42574 | 0.11% of 330,000 active | recombinant procaspase-3 D3A, Ac-DEVD-pNA absorbance 405 nm;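 active = activation above the mean of all tested compounds plus 3 SD, cut at about 21% in these data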;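 note: 0% = DMSO alone and 100% = DMSO wells spiked with extra 5 µM PC-3 D3A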
# Target sequence (P42574 whole entry D9A/D28A/D175A): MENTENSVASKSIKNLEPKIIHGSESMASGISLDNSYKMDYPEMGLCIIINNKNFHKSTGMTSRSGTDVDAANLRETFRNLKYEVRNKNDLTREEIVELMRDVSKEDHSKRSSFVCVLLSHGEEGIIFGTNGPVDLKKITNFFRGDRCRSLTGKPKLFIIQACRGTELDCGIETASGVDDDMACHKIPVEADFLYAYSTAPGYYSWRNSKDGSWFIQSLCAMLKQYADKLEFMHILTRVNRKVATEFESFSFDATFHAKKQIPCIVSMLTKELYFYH
#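 material = Procaspase-3 D3A mutant | probe or stimulus = Ac-DEVD-pNA | compound = single dose, 8.5 µM nominal compound, 0.8% DMSO | timing = 1 h preincubation, 2 h reaction | measured by = 405 nm absorbance of p-nitroaniline, reads at 0 and 120 min | benchmarks = DMSO-only low control, 5 µM PC-3 D3A high control | repeats = singlicate, each compound tested once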
# AHR activator = human AHR activation; 2.5% of 320,000 active; P35869; AHR-responsive luciferase reporter cells, luminescence; AID 2796; activation, % at 5 µM; in the data active = activation above about 47%;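 note: 0% = vehicle wells and 100% = reference agonist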
# Target sequence (P35869 whole entry, looked up): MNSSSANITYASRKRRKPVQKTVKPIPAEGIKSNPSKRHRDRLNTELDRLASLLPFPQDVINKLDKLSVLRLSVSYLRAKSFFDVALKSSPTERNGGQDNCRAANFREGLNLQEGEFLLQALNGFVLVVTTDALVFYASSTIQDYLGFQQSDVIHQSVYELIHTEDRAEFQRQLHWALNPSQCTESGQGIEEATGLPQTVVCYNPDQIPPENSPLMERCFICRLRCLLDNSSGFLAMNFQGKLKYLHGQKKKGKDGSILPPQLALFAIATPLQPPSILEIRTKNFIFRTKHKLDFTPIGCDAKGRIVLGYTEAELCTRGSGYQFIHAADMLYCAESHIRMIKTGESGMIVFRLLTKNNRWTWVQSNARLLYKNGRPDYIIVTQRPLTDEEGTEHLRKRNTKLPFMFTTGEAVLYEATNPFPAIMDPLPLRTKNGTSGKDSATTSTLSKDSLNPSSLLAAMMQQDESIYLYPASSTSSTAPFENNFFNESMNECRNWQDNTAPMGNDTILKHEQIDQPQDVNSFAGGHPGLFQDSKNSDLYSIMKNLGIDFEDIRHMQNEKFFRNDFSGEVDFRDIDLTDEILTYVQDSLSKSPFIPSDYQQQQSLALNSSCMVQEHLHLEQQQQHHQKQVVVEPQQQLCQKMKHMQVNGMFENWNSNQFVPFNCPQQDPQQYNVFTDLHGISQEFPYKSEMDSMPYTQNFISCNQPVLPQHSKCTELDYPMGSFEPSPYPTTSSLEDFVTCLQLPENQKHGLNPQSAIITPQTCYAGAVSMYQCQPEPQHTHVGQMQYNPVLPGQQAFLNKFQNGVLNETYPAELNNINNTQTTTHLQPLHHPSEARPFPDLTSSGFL
# proCasp7 act = counter-screen: procaspase-7 (human) activation; P55210; recombinant procaspase-7, Ac-DEVD-pNA absorbance 405 nm; D23A/D198A/D206A triple mutant, cannot self-cleave; scale: DMSO 0, 5 µM enzyme 100; activation, % at 8.5 µM; 0.093% of 330,000 active;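 active = percent activation above the screen-wide mean plus 3 SD, cut at about 25% in these data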
#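 System: Procaspase-7 triple mutant (PC-7 D3A); measure: % activation from two-timepoint absorbance difference, scaled to controls; times: 1 h compound preincubation, 2 h substrate cleavage, 25 °C; also added: Ac-DEVD-pNA substrate, 400 µM as added; measured by: Epi-absorbance of released pNA at 405 nm, two timepoints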
# Numbers without * were called inactive; nt = no result given.
# Start of the data: the first 3 records as a preview:
SMILES,TPT1 inh,core dimer inh,PP5 inh,PAFAH2 inh,Fh CTSL1 inh,PP1 counter,proCasp3 act,AHR activator,proCasp7 act
CCOc1ccc2nc(NCCNC(=O)C(C)(C)C)c(C)cc2c1,2,0,2.9,1,4,0,-11,24,5
O=C(COc1cccnc1[N+](=O)[O-])Nc1ncc(Cl)cc1Cl,nt,nt,2.1,14,nt,3,-1,6,3
Cc1ccc(NS(=O)(=O)c2cc(NC(=O)c3ccc4c(c3)NC(=O)CS4)ccc2Cl)c(C)c1,-1,37,4.1,-85,-4,7,-5,54*,0

# Results, from the start:
SMILES,TPT1 inh,core dimer inh,PP5 inh,PAFAH2 inh,Fh CTSL1 inh,PP1 counter,proCasp3 act,AHR activator,proCasp7 act
CCOc1ccc2nc(NCCNC(=O)C(C)(C)C)c(C)cc2c1,2,0,2.9,1,4,0,-11,24,5
O=C(COc1cccnc1[N+](=O)[O-])Nc1ncc(Cl)cc1Cl,nt,nt,2.1,14,nt,3,-1,6,3
Cc1ccc(NS(=O)(=O)c2cc(NC(=O)c3ccc4c(c3)NC(=O)CS4)ccc2Cl)c(C)c1,-1,37,4.1,-85,-4,7,-5,54*,0
C=C1CCN([C@H](C(=O)NCc2ccco2)C(C)C)S(=O)(=O)c2ccccc21,-2,4,2.5,-7,1,-3,8,4,-2
Cc1cccc(NC(=O)c2ccccc2Br)n1,0,-2,1.2,1,5,0,-2,62*,-8
CCc1nc2ccccc2n1CC(=O)N1CCN(S(=O)(=O)c2cccc(C(F)(F)F)c2)CC1,2,4,-1.2,-5,-6,-5,1,0,4
CC(=O)c1cc2c(cc1NC(=O)CN1CCN(c3cccc(C(F)(F)F)c3)CC1)OCO2,1,5,0.2,3,2,-2,2,-1,-1
CCCn1c(-c2ccc(OC)cc2)nc2c(=O)n(C)c(=O)[nH]c21,-2,-1,3.2,3,-7,1,4,0,-1
CC(OC(=O)Cc1c[nH]c2ccccc12)C(=O)NC1(C#N)CCCCC1 (stereo not drawn),-2,1,-0.6,5,-2,-2,-1,19,3
S=c1nc[nH]c2c1cnn2-c1ccccc1,-1,9,4.6,7,-3,0,-14,17,-23
CC(C)CC(=O)Nc1ccc(-c2cn3cccnc3n2)cc1,0,0,0.4,4,2,-2,2,0,3
COc1cc2c(cc1NC(=O)CSc1cccc[n+]1[O-])oc1ccccc12,-2,-6,1.1,5,-2,0,-1,80*,2
CC(C)(C)c1ccc(C(=O)Nc2ccc(O)c3c(=O)cc(-c4cccc(Cl)c4)oc23)cc1,2,2,-5.8,-7,-4,4,2,22,-3
CCOc1ccccc1C(=O)N1CCN=C1SCc1cccnc1,4,-2,0.1,-8,1,-1,-5,4,2
Cc1cc(N2C(=O)C(O)=C(C(=O)c3ccc(C)o3)C2c2cccc(Oc3ccccc3)c2)no1 (stereo not drawn),2,8,3.9,9,0,29*,-14,4,-39
CNS(=O)(=O)c1cccc(C(=O)OCc2cc(=O)oc3c(C)c(O)ccc23)c1,0,12,2.5,3,9,4,0,-4,3
COc1ccccc1C1/C(=C(/O)c2ccccc2)C(=O)C(=O)N1CCO (stereo not drawn),-4,-4,-2.3,-3,3,-1,-1,2,5
CCS(=O)(=O)N1Cc2ccccc2CC1C(=O)NCCc1ccccc1 (stereo not drawn),-1,19,1.7,-6,0,-3,-5,11,-1
COc1ccc(CC(=O)N2CCN(c3cccc(C)c3C)CC2)cc1,-1,6,1.3,2,8,-2,1,0,2
Cc1nnc(SCC(=O)NC(=O)NC(C)(C)C)n1N,4,-6,-8.5,4,5,11,-8,-2,4
CC(C)C(=O)N(c1ccc2oc(=O)sc2c1)S(=O)(=O)c1cccs1,2,0,-2.4,44*,3,-1,-34,3,-31
O=C(c1ccc2ncsc2c1)N1CCN(c2ccc(O)cc2)CC1,-1,3,-0.2,-11,1,-2,-13,1,-21
COc1cc([N+](=O)[O-])ccc1NC(=O)COC(=O)c1c[nH]c(=O)[nH]c1=O,nt,nt,nt,-3,nt,nt,0,0,5
CCCC/C=C/[C@H](c1ccccc1)[C@H](CO)Cc1cccnc1,3,7,2.0,-5,3,1,-1,2,-6
COc1ccc2c(c1)nc(CN1CCN(CCO)CC1)n2C,-1,-16,0.9,-6,-2,0,8,-2,-3
CC(C)(C)P(=O)(CO)c1ccccc1 (stereo not drawn),2,5,11*,-2,2,-2,5,-5,-1
CCN(CC)CCCNC(=O)CSc1nc(-c2ccc(F)cc2)cc(C(F)(F)F)n1,-3,-3,0.6,1,0,-1,-1,0,5
Nc1nc(-c2ccco2)c(-c2ccco2)s1,7,40,-0.2,7,-5,3,-14,7,-27
COc1ccc(CN2C(=O)Cc3c2nc(N)c2c(N)nc(N4CCOCC4)c(C#N)c32)cc1,10,12,6.0,6,3,18*,-5,1,-15
N#Cc1cc2c(nc1SCC(=O)Nc1sc3c(c1C#N)CCC3)CCCCCC2,7,24,0.5,-14,4,4,-7,4,-1
Cc1ccc(S(=O)(=O)c2nc(C)oc2NCc2ccccc2)cc1,-5,6,3.4,nt,35*,-2,-15,6,-22
COc1ccccc1NC(=O)c1ccc(NC(=O)COC(=O)c2cncc(Br)c2)cc1,nt,nt,nt,-7,nt,nt,-12,50*,-9
CC(C)(C)c1ccc(C(=O)NCCNC(=O)c2ccco2)cc1,-4,-4,1.0,0,4,-1,-3,10,5
Cc1cccc(C)c1NC(=O)C(c1cccs1)N(Cc1ccco1)C(=O)Cn1nnc2ccccc21 (stereo not drawn),-1,12,-0.1,-2,8,-4,-5,-4,2
CCn1cc(CNC(=O)c2cccc([N+](=O)[O-])c2)c(C)n1,-2,-7,0.6,-4,-3,-1,-3,0,2
O=C(CN1CCN(c2ccc(F)cc2)CC1)c1ccc2c(c1)OCO2,4,4,1.4,-1,-4,3,-1,4,12
Cc1cc(-n2cnnn2)cc(C)c1S(=O)(=O)NCCOc1ccccc1,0,-2,-0.7,1,-1,1,5,1,7
CC(=O)Nc1ccccc1NC(=O)c1ccc(C)c(C)c1,-1,-7,-1.1,0,-7,-4,10,9,-3
CSCCC(NC(=O)c1ccco1)C(=O)OCc1cc([N+](=O)[O-])cc2c1OCOC2 (stereo not drawn),-4,6,0.3,-1,4,-2,7,1,6
O=C(OCCN1CCCCC1)C1(c2ccccc2)CCCC1,-2,1,-3.9,9,12,0,2,3,0
Cc1cc(C(=O)NCc2cc(C(=O)O)oc2C)c(C)o1,-3,1,-1.4,-9,2,-5,-3,-1,3
O=C(OCc1cccc(F)c1)c1ccc2c(=O)n3c(nc2c1)CCC3,0,-2,-1.3,1,4,-5,-8,0,-9
COc1ccc2[nH]c(=O)c(CN(Cc3cccs3)S(=O)(=O)c3c(C)ccc4nsnc34)cc2c1,-1,13,9.8*,1,-3,0,5,2,-11
COc1ccc(-c2cc(=O)oc3cc(OC(C)C(=O)NC(Cc4c[nH]c5ccc(O)cc45)C(=O)O)ccc23)cc1 (stereo not drawn),-2,-10,1.2,3,5,-1,9,4,0
CCOC(=O)N1CCC(NC(=O)c2ccc3c(Cl)c4c(nc3c2)CCCC4)CC1,4,-2,1.7,3,1,3,4,0,-6
O=C1C2C3C=CC([C@@H]2C(=O)N1c1nccs1)C31CC1 (stereo partly drawn),1,2,1.7,5,-4,-1,-1,2,2
Cc1ccc(S(=O)(=O)N2CCN(C(=O)CN3C(=O)NC4(CCCCC4)C3=O)CC2)c(C)c1,-4,-4,0.7,14,0,-4,-10,0,-3
CC(C)C(NS(=O)(=O)c1ccc2c(c1)OCCCO2)C(=O)O (stereo not drawn),-1,-6,-2.1,8,1,-2,-6,-3,-7
CCOC(=O)/C(C#N)=C1/SC(C)C(=O)N1c1ccc(Br)cc1 (stereo not drawn),2,6,-0.5,3,3,1,-3,6,-9
CC(C)CCN(C)C1CCN(C(=O)Nc2c(F)cccc2F)CC1,-4,8,0.2,-1,0,-5,6,-2,3
C#CCOCCOCCOCCNc1nc(N2CCOCC2)nc(N2CCN(C(=O)CCCCCCCCCCNC(=O)Cn3cc(CCCCCN)nn3)CC2)n1,-1,-1,0.9,0,0,0,11,2,-2
O=C(C1CCC(=O)N1Cc1ccccc1Cl)N1CCN(c2cccc(Cl)c2)CC1 (stereo not drawn),-1,5,0.9,4,-1,-4,7,3,2
COc1ccc(-c2cc(-c3ccccc3)no2)cc1,2,-4,3.2,-3,-1,2,-1,0,-1
CN(C(=O)c1ccc(NC(=O)Cc2cccc(NC(=O)C3CCCN(C(=O)CCc4ccccc4)C3)c2)cc1)C1CCCC1 (stereo not drawn),nt,nt,3.0,-9,nt,4,3,-1,7
CCCN1C(=O)/C(=C/c2ccc(C)s2)NC1=S,1,-24,-0.9,4,7,-3,-5,5,-9
Cc1ccc(N=Cc2c(C)[nH]n(-c3ccccc3)c2=O)nc1,-4,-4,-1.4,-2,7,-1,5,7,1
CCCC(=O)Nc1ccc(OCC(O)CNC(C)C)c(C(C)=O)c1 (stereo not drawn),-1,-11,0.7,-9,-5,1,1,0,9
COc1cccc(OC)c1C(=O)Nc1ccc(NC(=O)c2ccco2)cc1,-1,-1,-0.4,4,-5,0,-2,1,3
COc1cc(NC(=O)c2cc(OC)c(OC)c(OC)c2)ccc1NC(=O)c1cccs1,-3,8,0.3,-7,1,-3,1,17,-9
CCc1nc2ccccc2c(C(=O)OC2CCCCC2=O)c1C (stereo not drawn),1,0,4.3,6,5,-3,0,6,0

# The list goes on.
SMILES,TPT1 inh,core dimer inh,PP5 inh,PAFAH2 inh,Fh CTSL1 inh,PP1 counter,proCasp3 act,AHR activator,proCasp7 act
CC(C)N(C)NC(=S)Nc1ccccc1,-2,-8,-1.6,-3,1,5,-4,3,-9
COc1ccc(CNC(=O)[C@@H]2CC=C[C@@H]3CCN(C4CCCCC4)C(=O)[C@@H]32)cc1,-4,-4,2.5,5,-5,-1,1,4,-4
O=C(CSc1nc2ccccc2[nH]1)N/N=C/c1ccco1,3,3,-0.6,4,1,0,-1,6,13
CC1C(=O)N(Cc2ccccc2F)c2ccccc2N1C(=O)c1c(F)cccc1F (stereo not drawn),0,-7,-4.1,-4,-2,-1,-12,3,-16
Cc1ccccc1NC(=O)OCc1cccnc1Sc1ccc(Cl)cc1,-4,8,0.1,1,6,2,-2,7,-11
CSC1=NC(=O)/C(=C\c2cccc3ccccc23)S1,-1,-1,-0.1,0,-1,0,10,6,6
O=C(O)c1ccccc1N/N=C/c1cc(Br)cc(Br)c1O,-1,11,1.0,35*,12,23*,-5,49*,-4
O=S(=O)(Cc1ccccc1)Nc1ccc(S(=O)(=O)N2CCCC2)cc1,-4,0,1.2,-4,-1,-5,8,1,-1

# Profiles as entered above:
# Record of `COc1ccc(CNC(=O)[C@@H]2CC=C[C@@H]3CCN(C4CCCCC4)C(=O)[C@@H]32)cc1` → TPT1 inh = -4; core dimer inh = -4; PP5 inh = 2.5; PAFAH2 inh = 5; Fh CTSL1 inh = -5; PP1 counter = -1; proCasp3 act = 1; AHR activator = 4; proCasp7 act = -4
# Record of `O=C(O)c1ccccc1N/N=C/c1cc(Br)cc(Br)c1O` → TPT1 inh = -1; core dimer inh = 11; PP5 inh = 1.0; PAFAH2 inh = 35*; Fh CTSL1 inh = 12; PP1 counter = 23*; proCasp3 act = -5; AHR activator = 49*; proCasp7 act = -4

# From PubChem BioAssay
